BoNT-A LC inh2: BoNT A light chain protease inhibition; multiplex microsphere protease substrate cleavage, flow cytometry; inhibition, % at 10 µM; 0.17% of 360,000 active; further: plate controls were buffer without enzyme for full effect and enzyme alone for no effect
PrPC TRFRET: reduces human prion protein on the cell surface | inhibition, % at 13.8 µM | cell surface PrPC, TR-FRET read-out | AID 720596 | 0.43% of 370,000 active; in the data active means inhibition above about 24%; further: 0% = median of the test wells and 100% = reference compound wells
Anthrax LF inh2: blocks Bacillus anthracis lethal factor protease. P15917. inhibition, % at 10 µM. multiplex microsphere protease cleavage assay, LF. 0.12% of 360,000 active. AID 588501; further: plate controls were buffer without enzyme for full effect and enzyme alone for no effect
Target sequence (P15917 whole entry, looked up): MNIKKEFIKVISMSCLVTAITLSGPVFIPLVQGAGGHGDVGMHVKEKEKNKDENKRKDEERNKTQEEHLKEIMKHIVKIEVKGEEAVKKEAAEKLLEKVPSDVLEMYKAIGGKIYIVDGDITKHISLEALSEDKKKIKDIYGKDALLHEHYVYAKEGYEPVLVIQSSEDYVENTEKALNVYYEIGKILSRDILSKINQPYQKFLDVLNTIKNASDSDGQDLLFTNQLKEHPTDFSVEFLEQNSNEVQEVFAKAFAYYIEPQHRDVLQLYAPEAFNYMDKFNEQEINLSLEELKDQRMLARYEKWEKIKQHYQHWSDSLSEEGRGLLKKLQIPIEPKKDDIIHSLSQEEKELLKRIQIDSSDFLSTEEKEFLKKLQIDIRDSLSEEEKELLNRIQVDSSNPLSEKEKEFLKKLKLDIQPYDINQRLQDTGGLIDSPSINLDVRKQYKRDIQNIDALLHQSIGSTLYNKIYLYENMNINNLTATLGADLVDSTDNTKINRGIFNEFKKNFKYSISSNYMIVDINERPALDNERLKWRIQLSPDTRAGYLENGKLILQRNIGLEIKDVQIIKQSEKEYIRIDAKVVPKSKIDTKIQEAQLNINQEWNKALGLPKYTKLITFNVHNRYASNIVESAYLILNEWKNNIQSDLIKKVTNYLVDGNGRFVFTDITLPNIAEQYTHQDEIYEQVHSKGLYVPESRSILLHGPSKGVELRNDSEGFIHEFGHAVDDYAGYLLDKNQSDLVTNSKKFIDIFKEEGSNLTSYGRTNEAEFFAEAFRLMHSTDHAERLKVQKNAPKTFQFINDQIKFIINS
CCHF vOTU inh: CCHFV vOTU protease inhibition. Pep-AMC fluorescence. inhibition, % at 11.5 µM. 0.55% of 370,000 active. AID 651958; in the data active means inhibition above about 30%; further: 0% = vehicle wells with enzyme and 100% = no enzyme wells
Rv3671c protease: inhibitors of M. tuberculosis serine protease Rv3671c. P9WHR9. 0.048% of 320,000 active. inhibition, % at 5.96 µM; in the data active means inhibition above about 38%;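 further: extracellular domain of Rv3671c used as enzyme; 0% = enzyme with DMSO and 100% = no enzyme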
SSB-PriA inh: inhibitors of Klebsiella pneumoniae PriA binding to SSB C-terminal tail. inhibition, % at 33 µM. 0.6% of 430,000 active. AlphaScreen SSBct-PriA binding, biotinylated peptide; in the data active means inhibition mostly above about 37%, no sharp cut-off; inactive means mostly below about 20%;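 further: plate controls were negative control peptide for no effect and reference peptide for full effect; strong numbers were not always called active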
MazEF act: activators of E. coli MazEF toxin-antitoxin RNase; P0AE70; FAM/BHQ RNA-DNA oligo cleavage fluorescence, 5 h; activation, % at 20 µM; 0.32% of 350,000 active; AID 504720; in the data active means activation above about 50%
DUSP3 inh: inhibitors of human VHR1 phosphatase (DUSP3). P51452. recombinant VHR phosphatase, pNPP absorbance. inhibition, % at 13.3 µM. 0.52% of 290,000 active; in the data active means inhibition above about 50%; further: some compounds called inactive have numbers as strong as hits
Target sequence (P51452 whole entry, looked up): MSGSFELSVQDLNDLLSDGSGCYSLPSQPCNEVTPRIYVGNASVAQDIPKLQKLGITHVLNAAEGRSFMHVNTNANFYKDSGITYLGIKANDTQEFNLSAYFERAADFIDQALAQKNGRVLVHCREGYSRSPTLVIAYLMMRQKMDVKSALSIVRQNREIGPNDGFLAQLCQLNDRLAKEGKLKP
BoNT F protease: blocks Botulinum neurotoxin F light chain protease; inhibition, % at 10 µM; 0.22% of 360,000 active; Multiplex microsphere protease cleavage assay, flow cytometry; AID 588497; in the data active means inhibition above about 35%, passing the limit was not always enough; inconclusive means no clear call, values can overlap the other calls; further: plate controls were buffer without enzyme for full effect and enzyme alone for no effect
SARS 3CLpro inh: SARS-CoV 3CLpro protease inhibition; P0C6X7; recombinant SARS-CoV 3CLpro, quenched FRET peptide cleavage; inhibition, % at 6 µM; 0.14% of 290,000 active; AID 1706; in the data active means inhibition above about 12%
Active calls of the source: *; ? = inconclusive; . = no result given; & = joins results of further samples. Unless noted, no stated cut-off is given here; in the data, active means inhibition above about 30%; inconclusive means no clear call, values can overlap the other calls; inactive means below that. Only part of the results is shown; rates above refer to the full screens.

Results follow in this order: BoNT-A LC inh2	PrPC TRFRET	Anthrax LF inh2	CCHF vOTU inh	Rv3671c protease	SSB-PriA inh	MazEF act	DUSP3 inh	BoNT F protease	SARS 3CLpro inh
CCc1noc(C)c1C(=O)Nc1ncc(C)s1
→ 0.4	-1	-1	-14	8	-19	-8	12	11	-4
COc1ccccc1CNS(=O)(=O)c1cc(C(=O)NCc2ccccn2)c(Cl)cc1Cl
→ .	0	.	22	.	8	6	.	.	.
O=C(Nc1nnc(-c2ccc(Cl)s2)o1)C1CCCCC1
→ 0.3	-1	-2	-3	5	5	-4	.	-5	3
O=C(CSc1nnc(CNC(=O)c2ccco2)o1)c1ccc(Cl)cc1
→ .	-4	.	9	-3	-22	2	42	.	-2
Cc1ccc(CN2CCSc3ccc(C(=O)N4CCOCC4)cc32)cc1
→ -0.2	.	0	.	-4	3	6	12	-3	0
CCCc1cc(=O)[nH]c(/N=C(\N)Nc2ccccc2)n1
→ 0.8	2	-5	-2	-4	.	3	14	-1	1
Cc1ccc(SCC(=O)NCc2ccccc2C)cc1
→ -2.2	-3	6	5	0	-12	4	-3	6	-3
Cc1cccc(C(O)(C(=O)O)c2ccccc2)c1 (centres undefined)
→ 0.1	9	2	6	.	-14	-3	.	5	.
Cc1cccc(C)c1NC(=S)NNc1ncc(C(F)(F)F)cc1Cl
→ 0.1	-1	-2	4	9	1	1	23	7	-3
Cc1cc(C)c(S(=O)(=O)N2CCCCCC2)cc1Br
→ -0.2	-4	-6	3	-1	-37	1	18	-1	-2
Cn1c(SCC(=O)Nc2ccccc2)nc2c([nH]c3ccccc32)c1=O
→ 0.0	7	-1	2	-6	-4	34	22	-6	0
Cc1ccc(C(=O)OCC(=O)Nc2cccc(S(=O)(=O)NC3=NCCCCC3)c2)c(C)c1
→ 0.2	7	0	-2	-5	17	-8	34	2	1
CC12CN3CC(C)(CN(C1)C3c1cccnc1)C2=O (centres undefined)
→ -1.9	-5	-5	0	3	-1	9	39	-12	-4
O=C(CN1C(=O)c2ccccc2C1=O)Nc1sc2c(c1C(=O)NCc1ccco1)CCCC2
→ -1.9	-2	-1	5	-12	-7	6	15	-8	2
COC(=O)c1cccc(NC(=O)c2ccc3c(c2)C(=O)N(Cc2cccnc2)C3=O)c1
→ -2.4	7	-3	0	-1	0	6	15	-12	2
COc1ccc(C2(c3ccc(OC)cc3)NC(=O)N(CC(=O)N(C)C3CCC(C)CC3)C2=O)cc1 (centres undefined)
→ -0.4	4	-7	30*	-12	-18	-3	.	-12	.
CC1CCN(S(=O)(=O)c2cccc(C(=O)N(C)C3(C)CCS(=O)(=O)C3)c2)CC1 (centres undefined)
→ -0.3	4	1	-12	-3	-18	4	2	0	0
O=C(O)CCc1nn2c3ccccc3n(Cc3ccccc3F)c2nc1=O
→ -0.8	0	-2	-20	1	-3	11	18	-3	-5
CC(Oc1ccc(F)cc1F)C(=O)/C=C/N(C)C (centres undefined)
→ ?	7	-1	0	-10	-6	-3	3	-1	-3
O=C(c1cc2cc([N+](=O)[O-])ccc2oc1=O)N1CCN(c2ncccn2)CC1
→ 5.5	-2	-2	-14	-8	-11	-5	22	38*	3
O=c1[nH]c(=O)n(Cc2ccc(F)cc2)c(O)c1C=NCCCN1CCOCC1
→ -2.1	4	-24	-2	4	-8	9	9	-5	-3
Cc1cccc(C)c1Nc1c(-c2ccccc2O)nc2ncccn12
→ -2.2	-1	-8	-10	3	-9	-7	17	-3	6
CCCCCCn1nc(C(=O)OCC(=O)NC2CCS(=O)(=O)C2)c2ccccc2c1=O (centres undefined)
→ 0.5	-2	-3	7	15	-4	3	0	2	3
O=C(Cn1cnc2ccccc2c1=O)Nc1cccc(S(=O)(=O)N2CCCCC2)c1
→ -1.0	8	-5	7	-8	4	8	1	-4	2
O=S(=O)(c1ccccc1)N1N=C(c2ccc(Cl)cc2)CC1c1ccco1 (centres undefined)
→ .	10	.	-1	.	-15	6	.	.	.
CN1CCC(OC(c2ccccc2)c2ccccc2)CC1
→ 0.0	-12	3	1	7	1	11	16	4	-2
CNC(=O)c1cc2c(s1)-c1ccccc1CC2
→ -0.3	-6	3	-246	-1	-2	2	17	-2	2
Cc1noc(C)c1S(=O)(=O)N1CCN(c2ccccc2)CC1
→ -0.2	4	-5	1	4	-5	9	0	-9	-3
CCOC(=O)c1[nH]c2ccc(OCC)cc2c1NC(=O)CN1CCN(c2ccccn2)CC1
→ -1.4	-1	-2	4	-2	-7	-4	7	1	1
CC(=O)N1N=C(c2ccncc2)OC12CCCCCC2
→ ?	0	-2	-23	-12	-6	0	22	-14	-3

Quoted at random: 3 entries already listed.
Results follow in this order: BoNT-A LC inh2	PrPC TRFRET	Anthrax LF inh2	CCHF vOTU inh	Rv3671c protease	SSB-PriA inh	MazEF act	DUSP3 inh	BoNT F protease	SARS 3CLpro inh
O=c1[nH]c(=O)n(Cc2ccc(F)cc2)c(O)c1C=NCCCN1CCOCC1
→ -2.1	4	-24	-2	4	-8	9	9	-5	-3
CCOC(=O)c1[nH]c2ccc(OCC)cc2c1NC(=O)CN1CCN(c2ccccn2)CC1
→ -1.4	-1	-2	4	-2	-7	-4	7	1	1
O=C(O)CCc1nn2c3ccccc3n(Cc3ccccc3F)c2nc1=O
→ -0.8	0	-2	-20	1	-3	11	18	-3	-5

More structures
Results follow in this order: BoNT-A LC inh2	PrPC TRFRET	Anthrax LF inh2	CCHF vOTU inh	Rv3671c protease	SSB-PriA inh	MazEF act	DUSP3 inh	BoNT F protease	SARS 3CLpro inh
Cn1nccc1C(=O)Nc1ccc(Cl)cc1
→ 0.3	-3	-3	5	7	7	3	1	-3	-3
Cc1[nH]c2ccccc2c1C(=O)C(=O)N1c2ccccc2CC1C (centres undefined)
→ -0.6	1	4	10	3	13&13	3	14	0	-1
CCOc1ccc2nc(NCCNC(=O)C(C)C)c(C)cc2c1
→ 0.5	-2	2	-29	-1	-18	5	2	-7	0
Cn1c(SCC(=O)c2ccc(F)cc2)nnc1-c1cccnc1
→ -0.8	1	-1	9	2	-19	9	20	0	5
CCCCN(CCCC)S(=O)(=O)c1ccc(NC(=O)c2cccs2)cc1
→ -0.7	6	-6	4	-204	-18	-7	-7	-15	9
OCCNc1nc(-c2ccccc2)c2cc(Cl)ccc2n1
→ 2.1	-5	2	-48	1	-36&-33	-7	4	3	1
CCOc1ccc(CNC(=O)c2ccc(Sc3ccc(Cl)cc3)c(NC(C)=O)c2)cc1OC
→ 0.0	5	2	2	-3	-11	-12	4	-2	5
O=C(COC(=O)C1COc2ccccc2O1)c1ccccc1 (centres undefined)
→ 0.2	1	-8	0	.	.	2	.	-12	.
COc1ccccc1OCCNC(=O)C1CC(=O)N(c2ccc3c(c2)OCCO3)C1 (centres undefined)
→ 2.2	1	1	-4	7	-2	-3	.	-6	.
COC(=O)c1cc(NC(=O)c2nn(C)c(=O)c3ccccc23)cc(C(=O)OC)c1
→ -0.1	0	1	-11	0	2	-3	9	-6	-5
CCOc1ccc(C2=CSC3=NCCN23)cc1Cl
→ -2.4	-6	5	0	-2	-2	1	12	?	5
Cc1ccc2c(c1)CN1CN2Cc2cc(C)ccc21
→ -0.6	3	-2	24	4	-10	3	12	14	-1
O=C(NC1CCN(Cc2ccccc2)CC1)c1c(Cl)cccc1Cl
→ -0.2	-4	3	-7	-1	0	2	7	6	-1
CC(=O)Nc1ccc(S(=O)(=O)N(CC(=O)NCC2CCCO2)Cc2ccccc2Cl)cc1 (centres undefined)
→ -0.2	-1	1	-6	.	.	6	.	3	.
COc1ccc(-c2cc(C(F)(F)F)n3ncc(C(=O)O)c3n2)cc1OC
→ 0.1	-29	5	10	-3	-4	0	8	2	-1
Cc1cc(-n2nc(C)cc2C)n2nc(C)c(-c3ccc(Cl)cc3)c2n1
→ 13	0	-20	0	6	-23	-19	15	18	-3
COc1ccc(OCCC(=O)N2CCCCC2)cc1
→ -2.3	16	-7	5	1	-7	9	3	-27	-2
CC(Oc1ccc(Cl)cc1)c1ccn[nH]1 (centres undefined)
→ 0.0	-3	2	-13	-2	-3	-32	22	-4	-1
COc1ccc2c(c1)OC[C@H]1[C@@H]2N2C(=O)CNC(=O)[C@@]2(C)[C@H]1c1ccccc1
→ 0.3	-3	2	-3	-3	-1	1	.	2	.
O=Cc1ccc(C(=O)OCC(=O)N2CCCC2)cc1
→ 0.2	-4	-1	5	3	-6	0	2	0	-1
COc1ccc(C(=O)Nn2c(SCC(=O)c3ccc(Cl)cc3)nc3ccccc3c2=O)cc1
→ 0.2	1	-1	18	-66	1	-8	-5	0	-5
Cc1ccc2nc(CSc3nc(C)ccc3C#N)[nH]c2c1
→ 1.8	-16	-2	-37	-12	-29	-9	6	-9	2
O=C(CNC(=O)c1ccc(Cl)cc1Cl)OC1CCCCC1=O (centres undefined)
→ -0.5	-3	-11	27	2	-5	0	.	-11	.
CC(=O)Nc1cccc(NC(=O)CSc2ncc(C(=O)Nc3ccccc3)c(=O)n2C)c1
→ .	-1	.	8	-3	-23&7	-7	.	.	.
COc1ccc2[nH]c3c(c2c1)CCNC3C (centres undefined)
→ 2.7	1	5	6	3	-2	8	4	-27	0
O=C(CCCc1ccccc1)Nc1cccc2c1CCCC2
→ -0.5	-6	-2	2	-5	-16	-1	-15	-12	5
CCn1cc(S(=O)(=O)c2ccc(C)cc2)c(=O)c2cc(OC)ccc21
→ 4.5	0	1	-2	2	-9	15	48	8	0
Nc1ccc(S(=O)(=O)NCC2CCCCO2)cc1 (centres undefined)
→ 0.0	-2	8	3	.	-9	1	.	-13	.
COc1cccc(C2CC(c3c(F)cccc3Cl)n3nc(N)nc3N2)c1 (centres undefined)
→ 0.1	-2	-1	4	0	-16	2	13	-1	2
CCN(CC)c1ccc(NC(=O)c2c(OC)cccc2OC)c(C)c1
→ 0.8	2	3	-18	3	3	-2	0	6	-6
CC1(C)Cc2cccc(C(=O)NCc3ccco3)c2O1
→ -8.8	-3	17	-5	5	2	6	27	?	3
CC(C)(C)C1CCC(=NNC(=O)c2ccc(Br)o2)CC1 (centres undefined)
→ -0.4	11	-2	-3	-6	-2	4	0	-7	-2
COc1ccc(CC(=O)NCCc2ccc3c(c2)OCO3)cc1OC
→ -0.3	4	-6	0	.	.	9	.	-5	.
Cc1ccc(C(=O)OC(C)C(=O)N(C)C2CCCCC2)cc1S(=O)(=O)N1CCCCC1 (centres undefined)
→ -0.2	3	1	-4	8	-8	5	.	-2	.
CCCCCCCCS(=O)c1sc2nc3c(cc2c1N)CCCC3 (centres undefined)
→ -0.2	9	-9	18	1	-10	3	.	1	0
CCn1c(CC(=O)Nc2ccccc2F)nnc1SCC(=O)Nc1nncs1
→ -3.2	7	1	-20	1	-5	8	1	-6	1
CCc1nn(CC(=O)NC(C)CCc2ccccc2)c(=O)c2cc3cc(F)ccc3n12 (centres undefined)
→ 0.8	4	0	-12	-8	1	-35	2	1	2
COc1cccc(C(=O)CSc2nnc(CNc3nc(-c4ccccc4)cs3)n2C)c1
→ -1.4	-2	-4	4	-6	-2	0	-20	-21	4
Cc1cc([N+](=O)[O-])ccc1NC(=O)CSc1nccc(=O)[nH]1
→ -0.4	2	-3	-3	-2	2	-4	24	1	1
Cc1cc(SCc2cccc(Cl)c2)nc(=O)[nH]1
→ -1.1	1	0	-2	1	-1	1	18	-2	6
O=C(c1ccccc1NS(=O)(=O)c1ccc2c(c1)OCCO2)N1CCOCC1
→ -0.5	-7	-1	5	-2	-4	-3	22	2	-5
O=C(Nc1cccc(F)c1)c1ccc(Br)o1
→ -0.1	-4	-8	8	3	-1	0	4	-14	6
COc1ccc(OC)c2c1CCC1(C2)NC(=O)NC1=O (centres undefined)
→ 0.2	6	-15	3	.	.	.	.	-5	.

From PubChem
